Eya2 phos inh: qHTS Assay for Inhibitors of the Phosphatase Activity of Eya2. recombinant Eya2, OMFP fluorescence dephosphorylation (OMFP is methylfluorescein phosphate). 0.006% of 330,000 active. Potency, µM (highest dose often 76.9 µM), inactives show at the top dose activity, negative = inhibition, most hits filed as inhibitors. Protein phosphatase EYA2 (Homo sapiens), O00167. AID 488837, 2010; further: potency means the concentration at half of the fitted maximal effect
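Eya2 protein (added as 0.2 uM solution) was preincubated with compound for 10 min at ambient temperature in 50 mM HEPES pH 7.5, 50 mM NaCl, 5 uM MgCl2, 0.05% BSA, 1 mM DTT. OMFP (added at 50 uM) then reacted 10 min; fluorescence read at 485/525 nm.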
KCNH2 3.1 block: qHTS for Inhibitors of KCHN2 3.1: Mutant qHTS. activity change, % (tested at about 1.8 µM). 0.95% of 340,000 active. U2OS KCNH2 3.1, thallium flux FluxOr; active compounds read low. AID 720553, 2013. Potassium voltage-gated channel subfamily H member 2, brain isoform KCNH2 3.1 (human);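 active means maximum activity change below -70%; inconclusive means maximum activity change from -70% to -50%; inactive means maximum activity change above -50%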;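 further: thallium influx rate constant from kinetic fluorescence after stimulation buffer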
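We transduce U2OS cells with the mutant 3.1 virus, culture them overnight, load FluxOr with Red40 quencher for 45 min, then add stimulation buffer and read kinetically for 2 min to derive a normalized rate constant.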
GALK inhibitor: qHTS Assay for Inhibitors of Human Galactokinase (GALK); P51570; AID 1868, 2009; 0.007% of 270,000 active; Purified GALK, Kinase-Glo residual ATP luminescence; Potency, µM (doses to about 57.5 µM), for the others: top-dose activity change, negative = inhibition, actives largely listed as inhibitors; further: potency means the concentration at half of the fitted maximal effect
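Quantitative HTS: GALK 5 nM, ATP 35 uM, galactose 100 uM, 1 h room temperature, then luciferase-based ATP detection.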
Giardia killer: Small Molecules that selectively kill Giardia lamblia: qHTS | Giardia lamblia trophozoite viability | activity change, % at 7.66 µM, hits read low | 0.15% of 340,000 active | AID 540267, 2011; in the data active means activity change below about -80%; inconclusive means between about -30% and that limit;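 further: parasites exposed to compound for two days anaerobically before the ATP read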
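Luminescent ATP signal served as the viability read-out, measured 15-30 min after adding ATP detection reagent to trophozoites that had been incubated with compounds for 48 hrs at 37 deg C anaerobically at 100 cells/well.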
USP2a block: qHTS Assay for Inhibitors of Ubiquitin-specific Protease USP2a Using CHOP2 as the Reporter; Potency, µM (doses to about 38.3 µM), for inactives: at the top dose activity change, negative = inhibition, actives largely listed as inhibitors; Ubiquitin carboxyl-terminal hydrolase 2 (Homo sapiens), O75604; AID 463254, 2010; USP2 core, Ub-CHOP2 coupled fluorogenic reporter, 485/531; 0.01% of 330,000 active;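 further: potency means the concentration at half of the fitted maximal effect; plate controls were DMSO wells for no effect and full inhibition by NEM control for full effect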
Target sequence (O75604 whole entry, looked up): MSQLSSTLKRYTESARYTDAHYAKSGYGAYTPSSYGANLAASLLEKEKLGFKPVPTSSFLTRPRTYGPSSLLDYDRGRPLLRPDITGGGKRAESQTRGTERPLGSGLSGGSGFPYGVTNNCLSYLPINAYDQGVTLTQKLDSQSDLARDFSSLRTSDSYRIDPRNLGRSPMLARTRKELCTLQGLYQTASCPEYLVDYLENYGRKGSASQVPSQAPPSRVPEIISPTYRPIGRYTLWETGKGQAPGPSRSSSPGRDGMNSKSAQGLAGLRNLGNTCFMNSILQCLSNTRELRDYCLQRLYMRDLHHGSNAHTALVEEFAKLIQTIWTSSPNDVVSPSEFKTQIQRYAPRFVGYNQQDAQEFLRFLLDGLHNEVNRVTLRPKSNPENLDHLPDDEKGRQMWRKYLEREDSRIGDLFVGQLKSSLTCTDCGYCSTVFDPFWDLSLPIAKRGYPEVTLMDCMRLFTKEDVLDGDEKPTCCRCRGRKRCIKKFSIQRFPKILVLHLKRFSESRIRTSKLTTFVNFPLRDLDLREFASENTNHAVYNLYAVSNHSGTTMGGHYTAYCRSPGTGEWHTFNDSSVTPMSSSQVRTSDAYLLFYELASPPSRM
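Deubiquitinase activity read as fluorescence (485/531 nm) after Ub-CHOP2 cleavage activates the enterokinase reporter on its substrate; USP2 core 10nM, Ub-CHOP2 and substrate 25nM each, 30min compound preincubation then 60min RT; data normalized to NEM, curves fitted.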
uPA generation: qHTS for Inhibitors of Cell Surface uPA Generation; Potency, µM (top dose mostly 38.3 µM), without a hit: at the top dose activity change, negative = inhibition, usual class: inhibitors; 0.31% of 330,000 active; cell surface uPA generation assay, qHTS; AID 540303, 2011; active means well fitted inhibition curve with a large enough effect; inconclusive means small, poorly fitted or top-dose-only effect; inactive means no such curve, though single readings can be large or run the other way; tested in mouse RAW 264.7 cells; further: potency means the concentration at half of the fitted maximal effect; nearly all actives have a fitted effect of over 55% in size
B2AR arrestin: qHTS assay of beta-arrestin-biased ligands of beta2-adrenergic receptor; AID 492947, 2010; 0.02% of 330,000 active; beta-arrestin recruitment to beta2AR, cell-based reporter; Beta-2 adrenergic receptor (Homo sapiens), P07550; Potency, µM (top dose mostly 46.1 µM), for the others: top-dose activation, hits mostly activators;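 further: potency means the concentration at half of the fitted maximal effect; 0% = DMSO controls and full agonism = EC100 isoproterenol or metaproterenol; nearly all actives have a fitted effect of over 65% in size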
Target sequence (P07550 whole entry, looked up): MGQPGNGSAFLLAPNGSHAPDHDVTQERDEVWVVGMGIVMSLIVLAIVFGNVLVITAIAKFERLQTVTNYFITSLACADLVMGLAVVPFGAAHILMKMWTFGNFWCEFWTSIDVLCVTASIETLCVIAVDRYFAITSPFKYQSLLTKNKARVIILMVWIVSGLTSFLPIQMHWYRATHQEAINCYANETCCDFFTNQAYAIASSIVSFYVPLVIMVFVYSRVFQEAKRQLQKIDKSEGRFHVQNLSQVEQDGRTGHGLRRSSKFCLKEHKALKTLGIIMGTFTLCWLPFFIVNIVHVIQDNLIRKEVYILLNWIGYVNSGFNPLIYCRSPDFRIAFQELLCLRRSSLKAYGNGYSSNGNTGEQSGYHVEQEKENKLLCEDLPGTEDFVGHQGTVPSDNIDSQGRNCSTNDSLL
Coupling enz: qHTS Assay for Inhibitors of Fructose-1,6-bisphosphate Aldolase from Giardia Lamblia: Coupling assay counterscreen. AID 2472, 2010. coupling enzyme system counterscreen, AmpLite Red fluorescence. 0.67% of 290,000 active. activity change, negative = inhibition, % at 58.2 µM, hits read low; in the data active means activity change below about -30%
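Counterscreen lacking aldolase: glyceraldehyde-3-phosphate coupling-enzyme reagent preincubated 10 min at RT with compound (at 57.5 uM final), then substrate/coupling system with AmpLite Red added; fluorescence read at 525/598 nm after 20 min RT.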
PKM2 activator: qHTS Assay for Activators of Human Muscle isoform 2 Pyruvate Kinase | Pyruvate kinase PKM (Homo sapiens), P14618 | purified PKM2, Kinase-Glo ATP luminescence, activation; response scale: 0% is enzyme alone, no compound | Potency, µM (doses to about 57.5 µM), for the others: top-dose activation, actives largely listed as activators | 0.34% of 260,000 active; further: potency means the concentration at half of the fitted maximal effect; nearly all actives have a fitted effect of over 55% in size
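hPK-M2, >95% pure; 0.1 mM ADP / 0.5 mM PEP final; imidazole pH7.2 buffer w/ 7 mM MgCl2, 50 mM KCl; 1 h RT; Kinase-Glo lum. Intermediate enzyme activity for dual inhibitor/activator qHTS.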
Chronic BCR inh: qHTS Assay to Find Inhibitors of Chronic Active B-Cell Receptor Signaling. ABC-DLBCL IkBa-CBG/CBR reporter, luminescence ratio, 4 h. Potency, µM (highest dose often 46.1 µM), inactives show at the highest dose ratio change, negative = lower green/red ratio, most hits filed as inhibitors. 0.05% of 340,000 active. AID 493014, 2011; active means well fitted inhibition curve with a large enough effect in the signal ratio, with a control signal flat, not every such curve was filed as active; inconclusive means small, poorly fitted or top-dose-only effect, or effect the other way, or a change in a side signal; the % refers to the signal ratio;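 further: potency means the concentration at half of the fitted maximal effect; plate controls were basal doxycycline-induced cells for no effect and cells given 10 µM MG132 for full effect; MG132 reads +100%, hits lower the ratio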
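TMD8 ABC-DLBCL cells carrying doxycycline-inducible green luciferase fused to IkappaBalpha plus unfused red luciferase were exposed to compounds (up to 46 uM) for 4 hrs at 37C. Activity came from the overlap-corrected green/red luminescence ratio.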
KCNH2 WT inh: qHTS for Inhibitors of KCHN2 3.1: Wildtype qHTS. 0.37% of 340,000 active. U2OS, BacMam KCNH2, thallium flux FluxOr; active compounds read low. activity change, % at 1.84 µM;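 active means maximum activity change below -70%; inconclusive means maximum activity change between -70% and -50%; inactive means maximum activity change above -50%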
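U2OS cells transduced with wild-type KCNH2 virus are loaded with FluxOr dye for 45 min, and thallium flux is measured in kinetic reads before and after stimulation buffer. Rate constants are normalized to DMSO controls.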
Active calls of the source: *; i = inactive; ? = inconclusive; . = no result given; [ ] = another dose, or the depositor's remark. Unless noted, the call rests on the fitted dose curve; in most records, active means well fitted curve in the direction sought with a large enough effect; inconclusive means small, poorly fitted or top-dose-only effect, or another doubt; inactive means no such curve, though single readings can be large; an effect the other way counts as inactive or inconclusive. Unless noted, on the % scale 0 is the no-effect control and ±100 the full control effect.

| mol | Eya2 phos inh | KCNH2 3.1 block | GALK inhibitor | Giardia killer | USP2a block | uPA generation | B2AR arrestin | Coupling enz | PKM2 activator | Chronic BCR inh | KCNH2 WT inh |
| --- | --- | --- | --- | --- | --- | --- | --- | --- | --- | --- | --- |
| O=C(Nc1cc2c(cc1Cl)OCCO2)c1ccco1 | 3% | -12 | -2% | -11 | -1% | . | 0.0% | -4 | -5% | ? | -7 |
| CC(CC1CC(C)(C)OC1=O)C(=O)Nc1ccc([N+](=O)[O-])cc1 (stereo unspecified) | 3% | -10 | 0% | -14 | 3% | 0% | -0.3% | 5 | 2% | -7% | 11 |
| O=C(NC(Cc1ccccc1)C(=O)O)/C(=C\c1ccccc1)NC(=O)c1ccc(Br)o1 (stereo unspecified) | 1% | 0 | 5% | 6 | 2% | -2% | -0.4% | . | 0% | 0% | 3 |
| CC(=O)NC1CCN(C(=O)N2CCCC2)CC1 | -2%[15.4 µM] | 6 | 3% | 9 | 0% | -1% | 0.2% | 0 | -1% | 2% | 5 |
| COc1ccc(CN2CCCC(C(=O)N3CCCC3)C2)cc1 (stereo unspecified) | 5% | -13 | 0% | 5 | -1% | -5% | -0.3% | -1 | -3% | -5% | 4 |
| O=c1[nH]cc(S(=O)(=O)N2CCN(c3cccc(C(F)(F)F)c3)CC2)c(=O)[nH]1 | 19% | -10 | . | -23 | 1% | -1% | -0.1% | . | . | 5% | 2 |
| CCOC(=O)N1CCN(c2ccc(S(=O)(=O)N3CCC(C)CC3)cc2[N+](=O)[O-])CC1 | 2% | -15 | . | 11 | 4% | -16% | 0.3% | . | . | 2% | 8 |
| O=S(=O)(c1ccc(F)cc1)N(CCO)CC(O)Cn1c2ccccc2c2ccccc21 (stereo unspecified) | -11% | -9 | 0% | -10 | -2% | 3% | -0.3% | -1 | -3% | ? | -10 |
| O=C(CCCN1C(=O)c2ccccc2C1=O)Oc1ccc(F)cc1 | -4% | -5 | 1% | -11 | -1% | 5% | 0.0% | 0 | -2% | ? | 15 |
| O=C(NCN1CCc2ccccc2C1)c1ccccc1 | 4% | 6 | 6% | 5 | 0% | . | 0.1% | 4 | 0% | -1% | 11 |
| CCOC(=O)c1cccc(NC(=O)CSc2nnc(COc3ccc(Cl)cc3)o2)c1 | 4% | -17 | 1% | -5 | 0% | 1% | 0.2% | -2 | 0% | -1% | 27 |
| O=C(NCCSCc1ccco1)c1ccc(=O)[nH]c1 | 9% | 4 | -2% | 3 | 1% | 1% | -0.1% | -1 | . | 0% | 3 |
| Cc1ccc(C)c(NC(=O)CCCCCN2C(=O)[C@@H]3Cc4ccccc4CN3C2=O)c1 | -2% | -9 | 8% | 6 | 2% | -4% | 0.2% | -2 | -6% | -6% | -5 |
| COc1cccc(OCc2nnc(SCC(=O)NCc3ccco3)n2C)c1 | -10% | 4 | . | 0 | 0% | 4% | -0.4% | 5 | 2% | -13% | 1 |
| O=C(COC(=O)c1ccncc1)NCCCc1ccccc1 | 10% | 7 | 8% | -1 | 1% | 10% | 0.2% | 2 | -1% | 0% | 19 |
| Cc1ccc(-c2nnc3n2N=C(c2ccc(Br)cc2)CS3)cc1 | 6% | 4 | 3% | -5 | 1% | 5% | 0.4% | 0 | 3% | -1% | 18 |
| Cc1ccc(N/C=C2\CCCCC2=O)c(C)c1 | -5% | 0 | . | -12 | 3% | 1% | -0.5% | 1 | 2% | -7% | i |
| Cc1cc(C(F)(F)F)n2ncc(-c3ccccc3)c2n1 | -5% | 26 | 1% | -8 | -2% | 3% | -0.2% | 0 | 5% | ? | 12 |
| Cc1[nH]c2ccccc2c1C(=O)COC(=O)c1ccccc1O | -9% | 5 | . | 20 | -2% | 0% | 0.1% | . | . | ? | -7 |
| N/C(=N\OC(=O)c1ccoc1)c1ccc(Br)cc1 | -2% | -4 | 0% | -4 | -1% | -6% | 0.2% | -1 | -13% | ? | -6 |
| CCNC(=S)NNC(=O)c1cccnc1 | -9% | -1 | -4% | -13 | -6% | 5% | -0.1% | 0 | -5% | 0% | -19 |
| O=C(CCSc1ccc(Cl)cc1)N1CCOCC1 | -14% | 7 | 1% | -4 | 1% | 2% | -0.9% | 3 | 0% | -4% | -12 |
| COCCn1c(Cc2ccccc2)nnc1SCC(=O)N1CCCCC1C (stereo unspecified) | -13% | -2 | -3% | 6 | -1% | 2% | -0.3% | -1 | -5% | ? | 0 |
| O=C(Nc1ncccn1)C1CCCCC1 | 1% | 8 | 4% | 1 | 3% | -15% | 0.0% | 1 | 0% | 0% | 2 |

As entered above:
Under B2AR arrestin, `Cc1ccc(-c2nnc3n2N=C(c2ccc(Br)cc2)CS3)cc1` is entered as 0.4%
Under Chronic BCR inh, `O=C(COC(=O)c1ccncc1)NCCCc1ccccc1` is entered as 0%

(list continues)
| mol | Eya2 phos inh | KCNH2 3.1 block | GALK inhibitor | Giardia killer | USP2a block | uPA generation | B2AR arrestin | Coupling enz | PKM2 activator | Chronic BCR inh | KCNH2 WT inh |
| --- | --- | --- | --- | --- | --- | --- | --- | --- | --- | --- | --- |
| CCOC(=O)N1CCN(S(=O)(=O)N2CCCC(C(=O)NCCc3ccccc3)C2)CC1 (stereo unspecified) | 1% | 4 | 9% | -12 | -6% | -22% | 0.3% | 1 | -7% | -3% | -19 |
| Cc1ccccc1-c1nnc(SCC(=O)c2c(N)n(C3CC3)c(=O)[nH]c2=O)o1 | -5% | 9 | . | ? | 1% | 0% | 0.0% | . | . | ? | -3 |
| Cc1cc(=O)oc2cc(OC(C)C(=O)Nc3ccc(N4CCOCC4)cc3)ccc12 (stereo unspecified) | 8% | -8 | 4% | -9 | 0% | . | 0.3% | -7 | 0% | 0% | -5 |
| Cc1cccc(C(=O)NCC(=O)N2CCN(S(=O)(=O)c3ccccc3)CC2)c1 | 8% | 9 | . | -1 | 3% | 0% | 0.1% | . | . | 7% | 1 |
| CN1CCN(c2ncccc2S(=O)(=O)N2CCCCC2)CC1 | 3% | -1 | 1% | -11 | -1% | 7% | -0.3% | 1 | -3% | ? | 3 |
| CC1=C(C(=O)Nc2ccccc2F)C(c2cccs2)NC(=S)N1 (stereo unspecified) | 10% | -4 | 1% | -1 | 1% | 7% | -0.1% | 1 | 1% | 6% | -7 |
| CN1CCN(C(=S)c2cn(Cc3cccc(F)c3)c3ccccc23)CC1 | -24% | 1 | 1% | 11 | 0% | ? | 0.4% | 0 | . | 14% | 10 |
| Cc1ccc(CN(c2ccc(C(=O)NCc3ccc4c(c3)OCO4)cc2)S(C)(=O)=O)cc1 | 5% | -12 | 0% | 9 | 1% | . | 0.2% | -4 | 1% | 9% | -5 |
| COc1ccc(NC(=O)c2cc([N+](=O)[O-])ccc2N2CCN(C)CC2)cc1 | 2% | 11 | 4% | -9 | 1% | 2% | 0.1% | -1 | -2% | ? | 9 |
| Cc1ccccc1Nc1nc(N)nc(COc2ccc(C#N)cc2)n1 | 2% | 5 | 2% | 4 | 1% | -5% | -0.2% | 0 | -1% | -14% | 0 |
| CCOc1ccccc1CN1CCN(Cc2ccc3cccc(OC)c3n2)CC1CCO (stereo unspecified) | -11% | 7 | -9% | 13 | 0% | 9% | -0.1% | 2 | 2% | ? | 20 |
| Cc1cc(NC(=O)C2COc3ccccc3O2)no1 (stereo unspecified) | -1% | -5 | 0% | -2 | 0% | 7% | -1.4% | 2 | -5% | 0% | -10 |
| CCCOc1ccc(NC(=O)C2CC(=O)N/C(=N/N=C(\C)CCc3ccc4c(c3)OCO4)S2)cc1 (stereo unspecified) | -13% | . | . | -9 | 0% | -1% | 8.5% | 1 | 5% | -5% | -10 |
| CN1C(c2ccccc2)CCOS1(=O)=O (stereo unspecified) | 4% | 2 | . | -12 | 2% | 9% | -0.7% | -5 | 3% | -8% | -8 |
| COc1ccccc1CN1CC(=O)N2CSC[C@H]2C1=O | -12% | -7 | 0% | 1 | -5% | 7% | 0.0% | 3 | . | -1% | . |
| Cc1ccc2nc(NC3=NCN(Cc4cccnc4)CN3)nc(C)c2c1 | -4% | 10 | -4% | -21 | 2% | . | 0.2% | -2 | -4% | ? | 8 |
| CCCc1cc(=O)oc2cc(OC(C)C(=O)NCc3ccccn3)c(Cl)cc12 (stereo unspecified) | -2% | 0 | -2% | -19 | 4% | -5% | -0.5% | . | . | 1% | -12 |
